Hep lipid drop: hepatic lipid droplet formation modulation. hit rate 0.4% among 240,000. inhibition, % at 6.5 µM. AID 1656. AML12 mouse hepatocytes, oleate lipid droplets, BODIPY imaging;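 active = lipid droplet intensity inhibited by at least 50%, with more than 500 cells counted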
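Material: mouse AML12 hepatocyte cell line, fixed after treatment; Timing: compound with oleate, overnight; Technique: high-content imaging of BODIPY-stained droplets and DAPI nuclei; Probe or stimulus: oleate, 100 µM final; Dosing: compound at 6.5 µM only.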
Hep lipid drop cells 6.5 µM: also measured in Hep lipid drop; calls as there; cell count; measured here: cell count, cytotoxicity flag;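 cells counted across two imaged fields per well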
The depositor's hits bear a star.

SMILES	Hep lipid drop	Hep lipid drop cells 6.5 µM
O=C(Cc1ccc(Cl)c(Cl)c1)N1CCOCC1	-6	870
O=C(C1CC1)N1CCC(Oc2cccc(C(=O)N3CCCCC3CCO)c2)CC1 (stereo not given)	4	737
CC(C)CCOc1ccc(CO[C@@H]2[C@H]3OC(C)(C)O[C@H]3O[C@@H]2C(O)CO)cc1 (stereo not given in full)	6	837
COc1cc(CN2CCCC(C(=O)c3ccc(SC)cc3)C2)cc(Cl)c1O (stereo not given)	-38	769
O=C(N/N=C/c1ccc(OC(=O)c2ccc(Br)cc2)cc1)c1ccncc1	-9	823
Cc1ccc(-c2nc(-c3ccncc3)no2)cc1C	10	780
COCCOC1CCN(C(=O)C2CCC(=O)N(CCc3ccc(OC)cc3)C2)CC1 (stereo not given)	27	724
Cc1ccc(-c2cc(C(=O)N3CCN(C(=O)c4ccco4)CC3)[nH]n2)c(C)c1	-39	742
COc1ccccc1CNC(=O)C1CCC(=O)N(CCCN2CCCC2=O)C1 (stereo not given)	-16	726
COc1ccc(N2CCN(C3CCCN(C(=O)CN4CCCCC4=O)C3)CC2)cc1 (stereo not given)	4	768
COC(=O)c1sccc1NC(=O)Nc1ccc(OC)cc1OC	-1	858
CCc1cccc(CC)c1NC(=O)CN1CCc2cc(OC)c(OC)cc2C1	-9	806
COc1ccc(Cl)cc1S(=O)(=O)N1CCC(C(=O)NCC2CCCO2)CC1 (stereo not given)	-3	870
COc1ccc(C2c3[nH]c4ccccc4c3CCN2C(=O)c2ccccc2C(C)=O)c(F)c1 (stereo not given)	12	828
CC(=O)Nc1ccc(NC(=O)CSc2nc3c([nH]c4ccccc43)c(=O)n2-c2ccccc2F)cc1	0	637

The list goes on, starting with the last two of the part before.
SMILES	Hep lipid drop	Hep lipid drop cells 6.5 µM
COc1ccc(C2c3[nH]c4ccccc4c3CCN2C(=O)c2ccccc2C(C)=O)c(F)c1 (stereo not given)	12	828
CC(=O)Nc1ccc(NC(=O)CSc2nc3c([nH]c4ccccc43)c(=O)n2-c2ccccc2F)cc1	0	637
NC(=O)COC(=O)c1cc(=O)[nH]c2ccc(S(=O)(=O)Nc3ccc(F)cc3)cc12	-8	688
CC(C)(C)NC(=O)CSc1nnc(-c2ccccc2)c(-c2ccccc2)n1	-29	721
COc1ccccc1CNC(=O)c1ccc2c(=O)n3c(nc2c1)CCCCC3	6	751
O=S(=O)(NC1CCCCC1N1CCN(c2ccc(F)cc2)CC1)c1ccc(Cl)cc1 (stereo not given)	-8	703
CCOc1ccc(S(=O)(=O)N2CCOCC2)cc1NC(=O)C1CCC1	-3	838
COC(=O)Cn1c(O)c(N=NC(=O)CNC(=O)c2ccncc2)c2ccccc21	17	704
COc1ccccc1CN1CC(C(=O)NCc2ccc(C)c(F)c2)CCC1=O (stereo not given)	-13	777
CC(=O)N1CCCc2cc(S(=O)(=O)N3CCCC(C(=O)Nc4cc(C)ccc4C)C3)ccc21 (stereo not given)	-4	724
COc1ccc(NC(=O)c2cccc(NC3=NC4CS(=O)(=O)CC4S3)c2)cc1Cl (stereo not given)	-15	578
CCCC(=O)N1CCN(c2nc3ccc(Br)cc3s2)CC1	2	698
COc1ccc(C(=O)N2CCC(n3nccc3NC(=O)C3CC3)CC2)c(OC)c1OC	-2	768
CCC1CN(C(=O)N2CCC(C(=O)NCc3cc(OC)c(OC)c(OC)c3)CC2)c2ccccc2O1 (stereo not given)	7	752
CCOc1cc(/C=N\n2nnnc2N)ccc1O	-3	832
CC1CCCCN1C(=O)CSc1nnc2c(n1)[nH]c1ccccc12 (stereo not given)	-13	815
CN(C)CCN(C(=O)c1ccc2c(c1)CCCC2)c1nc2c(F)cccc2s1	-17	848
COc1ccccc1CCNC(=O)C1CCN(c2nnc(C)c3c(C)n(-c4ccc(C)cc4)nc23)CC1	-6	685
COc1ccc(N2CCN(C(=O)Cn3c(=O)c4cccn4c4cccnc43)CC2)cc1	-17	784
CCOc1cc(C2C3=C(CC(C)(C)CC3=O)N(CCCOC)C3=C2C(=O)CC(C)(C)C3)ccc1O	-3	809
Cc1ccccc1OCc1ccc(C(=O)N2CCOCC2)o1	-13	768
CCOc1cc(CN2CCN(c3ncccn3)CC2)ccc1OC	1	825
COc1cccc(C(=O)/C=C/Nc2ccc(S(=O)(=O)Nc3cc(OC)nc(OC)n3)cc2)c1	-6	797
Cc1ccccc1N1CCN(C2CCCN(C(=O)c3cn4cccc(C)c4n3)C2)CC1 (stereo not given)	-4	682
CCCOc1ccc(Cc2c(O)nc(SC)[nH]c2=O)cc1	0	777
O=C(O)C1CCN(c2nc(-c3ccccc3)c3cc(Br)ccc3n2)CC1	-4	712
COc1ccc(CCC(=O)NNC(=O)Nc2cc(Cl)ccc2C)cc1	1	817
O=C(Nc1c(F)cccc1F)c1ccc2c(c1)CCN2S(=O)(=O)c1ccccc1	4	749
Cc1cccc(C(=O)Oc2c(Br)cc(Br)cc2/C=N/NC(=O)c2ccncc2)c1	-4	815
Cc1ccc(Cl)cc1N1CCN(S(=O)(=O)c2ccc(-c3ccc(=O)[nH]n3)o2)CC1	2	659
COc1ccccc1CN1CC(C(=O)N(C)Cc2[nH]c3ccccc3c2C)CCC1=O (stereo not given)	-4	693
COc1ccc(C(=O)NCCNC(=O)c2ccc(C)nc2)cc1	27	646

Exported with bars between the fields: 2 of the compounds above.
SMILES | Hep lipid drop | Hep lipid drop cells 6.5 µM
CCOc1cc(C2C3=C(CC(C)(C)CC3=O)N(CCCOC)C3=C2C(=O)CC(C)(C)C3)ccc1O | -3 | 809
Cc1ccccc1OCc1ccc(C(=O)N2CCOCC2)o1 | -13 | 768

A few values from the results shown:
Hep lipid drop with `CCOc1cc(C2C3=C(CC(C)(C)CC3=O)N(CCCOC)C3=C2C(=O)CC(C)(C)C3)ccc1O` reads -3
Hep lipid drop with `Cc1cccc(C(=O)Oc2c(Br)cc(Br)cc2/C=N/NC(=O)c2ccncc2)c1` reads -4
Hep lipid drop with `COc1ccc(CCC(=O)NNC(=O)Nc2cc(Cl)ccc2C)cc1` reads 1
Hep lipid drop cells 6.5 µM with `COc1ccc(N2CCN(C(=O)Cn3c(=O)c4cccn4c4cccnc43)CC2)cc1` reads 784

Following part:
SMILES	Hep lipid drop	Hep lipid drop cells 6.5 µM
C=CCN1C(=O)CSc2ccc(C(=O)NC(C)c3ccccc3)cc21 (stereo not given)	-9	774
COc1ccc(CCNc2nc(C)nc3c2nnn3Cc2ccccc2)cc1	1	775
COc1ccc(C(=O)N2CCC(NC(=O)C(Cc3ccccc3OC)NC(C)=O)CC2)cc1 (stereo not given)	-3	727
Cc1cc(C)cc(NS(=O)(=O)c2cc3[nH]c(=O)c(=O)[nH]c3cc2C)c1	2	812
O=C(NNC(=O)c1ccc[nH]1)c1cccc(C(F)(F)F)c1	4	850
Cc1cc(C)cc(NC(=O)CN2CCN(c3ccccn3)CC2)c1	0	817
Cc1c(Cl)cccc1NC(=O)CN(C1CCCCC1)S(C)(=O)=O	-1	842
CCc1ccccc1NC(=O)C1CCCN1S(=O)(=O)c1ccc2c(c1)n(C)c(=O)c(=O)n2C (stereo not given)	-16	644
Cc1cc(C)cc(NC(=O)C(C)N2C(=O)c3ccccc3C2=O)c1 (stereo not given)	4	819
O=C(Nc1cccc(C(=O)N2CCOCC2)c1)c1ccccc1Cl	11	667
CC(=O)c1ccc(S(=O)(=O)NCc2nnnn2-c2ccccc2)cc1	-14	701
CCCc1c(C(=O)N/N=C/c2c(OC)ccc3ccccc23)nnn1-c1nonc1N	-15	689
N=c1c(C(=O)NC2CCCCC2)cc2c(=O)n3ccccc3nc2n1Cc1ccco1	-32	757
CS(=O)(=O)c1ccc2nc(NC(=O)Nc3ccccc3F)sc2c1	2	833
Cc1ccc(NC(=O)/C=C2\NC(=O)CS2)cc1	-1	836

One compound at a time (already shown). Order of values: Hep lipid drop, Hep lipid drop cells 6.5 µM
O=C(NNC(=O)c1ccc[nH]1)c1cccc(C(F)(F)F)c1 as listed: 4, 850
O=C(N/N=C/c1ccc(OC(=O)c2ccc(Br)cc2)cc1)c1ccncc1 as listed: -9, 823
Cc1cccc(C(=O)Oc2c(Br)cc(Br)cc2/C=N/NC(=O)c2ccncc2)c1 as listed: -4, 815
CN(C)CCN(C(=O)c1ccc2c(c1)CCCC2)c1nc2c(F)cccc2s1 as listed: -17, 848
COc1ccc(C2c3[nH]c4ccccc4c3CCN2C(=O)c2ccccc2C(C)=O)c(F)c1 (stereo not given) as listed: 12, 828

The list continues.
SMILES	Hep lipid drop	Hep lipid drop cells 6.5 µM
CC1(c2ccc(OC(F)F)cc2)NC(=O)N(CC(=O)Nc2ccc(OC(F)F)cc2)C1=O (stereo not given)	-20	751
O=C(N/N=C/c1cccnc1)c1cccc(F)c1	2	825
CN(C)S(=O)(=O)n1cc(/C=C(\NC(=O)c2ccccc2)C(=O)N2CCOCC2)c2ccccc21	5	749
Cc1cc(C)n(-c2ccc(NC(=O)C3CCN(Cc4cc(C)c(C)o4)CC3)cc2)n1	0	858
Cc1ccc2c(c1)CCCN2C(=O)CSc1ccccc1	20	632
COc1cc(CN2CCCCC2)ccc1OCc1ccccc1	4	832
Cc1cc2nnc(SCC(=O)NCC(c3ccccc3)N(C)C)n2c2ccccc12 (stereo not given)	-6	682
Cc1ccc(C(=O)N2CCN(c3ccc(NC(=O)c4cc(C)cc(C)c4)cc3)CC2)cc1	-8	667
CC(C)OCCCN(C)C1CCN(S(=O)(=O)c2csc(C(N)=O)c2)CC1	2	778
Cn1cc(S(=O)(=O)N2CCOCC2)cc1C(=O)Nc1cccc(Cl)c1	-1	766
COc1cccc(CNC(=O)[C@H](C)NC(=O)C2CCN(S(=O)(=O)c3ccccc3)CC2)c1	-7	761
CC(=O)Nc1ccc(S(=O)(=O)Nc2cccc(-n3cnnn3)c2)cc1	-5	719
COc1cc(C(=O)NCCNC(=O)c2ccc(C)nc2)cc(OC)c1OC	4	754
O=C(O)c1ccc(N/N=C2/CCSc3ccc(F)cc32)cc1	-44	777
O=S(=O)(c1ccc(Cl)cc1)c1cc(O)ccc1O	-2	786
COc1cc(NC(=O)CCCNC(=O)Cn2cnc3sc4c(c3c2=O)CCCC4)cc(OC)c1OC	-21	760
NS(=O)(=O)c1ccc(CNC(=O)CNC(=O)c2ccc(Br)o2)cc1	-3	773
CCc1ccccc1N1CC(C(=O)Nc2cc(C)on2)CC1=O (stereo not given)	-6	793
N#Cc1ccccc1NC(=S)NC(=O)C1CCC1	6	726
CC(=O)Nc1ccc(Nc2ncnc3c2nnn3Cc2ccccc2Cl)cc1	-1	819
O=C(COc1ccc(C(=S)N2CCCC2)cc1)Nc1ccc(F)cc1	19	819
CCCc1cc(=O)oc2c(C)c(OCC(=O)NCCN3CCOCC3)ccc12	-3	710
O=C(N/C(=C/c1ccco1)C(=O)N1CCOCC1)c1ccc([N+](=O)[O-])cc1	-9	826
Cc1cc(C(=O)NC2CC(C)(C)Cc3c2cnn3-c2ccc(F)cc2)no1 (stereo not given)	-20	688
CC(=O)c1[nH]c(C)c(C(=O)N2CCCC(Nc3cccc(F)c3)C2)c1C (stereo not given)	1	757
Cc1onc(-c2c(Cl)cccc2Cl)c1C(=O)N1CCOCC1	12	821
CC(=O)c1ccc(NC(=O)COC(=O)c2ccc(F)cc2F)cc1	-2	793
CCCN1C2CCCC1CC(NC(=O)c1ccc(Br)cc1)C2 (stereo not given)	6	820
Cc1ccc(C2/C(=C(\O)c3ccc4c(c3)OCCO4)C(=O)C(=O)N2CC2CCCO2)cc1 (stereo not given)	4	680
COc1ccc(CNC(=O)CCn2nc(C)c3c(C)n(-c4ccccc4)nc3c2=O)c(OC)c1	-9	739
COc1ccc(C(=O)CCN2CCC(C)CC2)cc1	-1	816
Cn1c(CCNS(=O)(=O)c2ccc(F)cc2)nnc1SCc1cccnc1	11	815
O=C(NC1CC1)c1ccc(N2CCCCC2)c([N+](=O)[O-])c1	24	806
O=C(Oc1ccccc1C(=S)N1CCOCC1)c1ccc([N+](=O)[O-])cc1[N+](=O)[O-]	0	829
COC(=O)c1c(NC(=O)CCN2CCOCC2)sc2c1CCCC2	14	803
Nc1nc(Nc2ccccc2F)nc(N2CCCC2)c1[N+](=O)[O-]	6	835
CCCNC(=O)c1csc(Nc2cccc3ccccc23)n1	-5	768
O=C(COc1ccc(Cl)cc1)NC(=S)Nc1ccccc1N1CCOCC1	0	852
CC(=O)Nc1ccc(S(=O)(=O)N2CCN=C2SCc2ccc(F)cc2)cc1	-5	684
Cc1ccc(S(=O)(=O)N2CCC(C(=O)N3CCN(c4ccccn4)CC3)CC2)cc1	-2	818
COc1ccc(NC(=O)CSc2nnc(-c3ccco3)n2N)cc1Cl	-1	754
CCOC(=O)c1c(S(=O)(=O)NCC(=O)N2CCN(c3ccccc3)CC2)c(C)n(C)c1C	-48	706
N#Cc1ccc(C(=O)N(Cc2ccccc2)c2ccccc2)cc1	-43	825
CC(=O)N1c2c(cc(Br)cc2S(=O)(=O)NCc2ccccc2)CC1C (stereo not given)	-12	755
Nc1ccc(S(=O)(=O)Nc2nccc(/C=C/c3cccc(Br)c3)n2)cc1	-4	833
COc1ccc(C(=O)NC23CC4CC(CC(C4)C2)C3)cc1	-1	816
Cc1cc(NC(=O)c2ccco2)c(=O)n(Cc2cccc(C(F)(F)F)c2)c1	19	767
Cc1ccc(C(=O)N2CC(C)CC(C)C2)cc1NC1=NC2CS(=O)(=O)CC2S1 (stereo not given)	-1	786
CCOc1cccc2cc(C(=O)N3CC(C)OC(C)C3)c(=O)oc12 (stereo not given)	-7	786
C=CCn1c(SCC(=O)NCCc2ccccc2)nc2c([nH]c3ccccc32)c1=O	10	809
Cc1ccc(C(=O)c2c3ccc(N)cc3nn2CCC(N)=O)cc1	-5	737
CCOC(=O)C1=C(CCl)NC(=O)NC1c1ccc2c(c1)OCO2 (stereo not given)	-3	787
COc1ccc(-n2c(SC(C)C(=O)N3CCOCC3)nc3ccccc3c2=O)cc1 (stereo not given)	0	867
CC(NC(=O)NC(=O)c1cccc(Cl)c1)c1ccccc1 (stereo not given)	-2	834

Source: PubChem BioAssay (Sanford-Burnham Center for Chemical Genomics)

An excerpt. The share of hits here may be higher or lower than overall.
